NCI-60 one-dose screen, 48 h, at 10 µM unless noted. Numbers give growth in % (100 = growth as untreated, 0 = no growth, -100 = all killed).
HL-60(TB) = HL-60(TB) leukemia cells; 9% of 78,000 active; AID 1794776; active = growth percent below 10
* = called active by the depositor; & = joins results of further samples. A portion of the library, so the mix of outcomes need not match the whole.

Structure	HL-60(TB)
COC(=O)c1ccc2oc(NC(=O)c3ccc(Nc4ccc([N+](=O)[O-])cc4C)c([N+](=O)[O-])c3)nc2c1	100
Cc1nn(-c2c(F)c(F)c(F)c(F)c2F)c(C)c1N=Nc1ccccc1	102
COc1ccc2sc3c(NCCCNCCO)nc4ccccc4c3c(=O)c2c1	36
Clc1c(Cl)c2ccccc2c2ccccc12	88
Nc1ccc(CCNS(=O)(=O)c2cccc(S(=O)(=O)F)c2)cc1	100
COc1cc(C(=O)O)ccc1C	80
C=C1C(=O)O[C@H]2[C@H]1CC/C(COC(=O)c1c[nH]c3ccccc13)=C\CC[C@@]1(C)O[C@@H]21	-26*
CC(CN1CC2CCC(CC2)C1)C(=O)c1cccs1 (configuration not stated)	91
Cc1cccc(C[C@H](NC(=O)Nc2ccc(Cl)cc2F)C(=O)N[C@@H]2C(=O)N3C[C@H](O)C[C@H]3C(=O)N3CCN(C)C[C@H]3C(=O)N[C@@H](C)C(=O)N3C[C@H](C)C[C@H]3C(=O)O[C@H]2C)c1	33
Cc1ccc(NC(=O)c2ccc(CN3CC[C@H](N(C)C)C3)c(C(F)(F)F)c2)cc1Nc1nccc(-c2cncnc2)n1	-51*
CCC(=O)c1ccc(O)cc1O	74
COc1ccc(OC)c(-c2cc(-c3nc(OC)nc(OC)n3)on2)c1	92
CCOC(=O)c1ccc2c(c1)[n+](=O)c(C(=O)OC)c(C)n2[O-]	65
O=C(/C=C\c1ccccc1)CCN1CCOCC1	94
O=C(O)c1cn(C2CC2)c2cc(N3CCN(C(=O)CCCN4C(=O)S/C(=C/c5cccc6ccccc56)C4=O)CC3)c(F)cc2c1=O	101
[O-][n+]1nc2ccccc2c2ccccc21	94
[N-]=[N+]=NC[C@H]1O[C@](O)(CO)[C@@H](O)[C@@H]1O	97
O=C1NC(=S)NC(=O)C1Cn1c(-c2ccccc2)nc2ccccc21	111
O=C(O)c1ccc(-n2cc(/C=N/Nc3ccccc3)c(-c3cc4ccc(O)cc4oc3=O)n2)cc1	63
COc1ccccc1C(OC(C)=O)OC(C)=O	87

Looked up one by one from the list above (2):
Structure	HL-60(TB)
Nc1ccc(CCNS(=O)(=O)c2cccc(S(=O)(=O)F)c2)cc1	100
C=C1C(=O)O[C@H]2[C@H]1CC/C(COC(=O)c1c[nH]c3ccccc13)=C\CC[C@@]1(C)O[C@@H]21	-26*

The list continues.
Structure	HL-60(TB)
CCCN(CCC)S(=O)(=O)c1ccc(C(=O)O)cc1	89&116
O=C(NCc1ccc(Cn2c(=O)sn(CCCl)c2=O)cc1)OCc1ccc2c(Cl)cc(Cl)c(O)c2n1	85
Cc1ccc2oc(=O)cc(Cn3cc(CSc4nc5ccccc5o4)nn3)c2c1	101
O=C(Cn1cc(CN2CCN(c3ccnc4cc(Cl)ccc34)CC2)nn1)Nc1ccc(Br)cc1	88
CCN(CC)c1ccc(/C=C2\Oc3ccc(O)c(-c4ccccc4)c3C2=O)cc1	93
O=C(CNCCN1CCOCC1)N1c2cccc3cccc(c23)N(C(=O)CNCCN2CCOCC2)C1c1cn(-c2ccccc2)nc1-c1cccc([N+](=O)[O-])c1	68
CCOC(=O)c1c(/N=N/N2CCCC2)[nH]c2cnccc12	83
COc1ccc2c3c([nH]c2c1)C(=O)c1nc(C)ccc1C3=O	59
COS(=O)(=O)c1ccc(Br)cc1	122
C=CCC(=O)N[C@@H](/C=C/C(=O)OCC)Cc1ccc(-c2cc(Cl)cc(Cl)c2)cc1	50
Cc1cc(=O)oc2cc(OCCCOc3ccc(/C=C/C(=O)Nc4ccc(Cl)cc4)cc3)ccc12	86
Cc1ccc(N2C(=O)CCSC2=S)cc1	100
CCC(C(N)=O)C(N)=O	80
Cn1cnc2c(N3CCN(C(=O)OCc4ccc5c(Cl)cc(Cl)c(O)c5n4)CC3)nc(Cl)nc21	66
O=C(CCc1nc2sc3c(c2c(=O)[nH]1)CCCC3)Nc1nccs1	115
CCOC(=O)c1sc2nc(-c3cccc([N+](=O)[O-])c3)nc(N3CCOCC3)c2c1C	100
COC1C=CC(O)C(CO)O1 (configuration not stated)	98
Cc1cc(NS(=O)(=O)c2ccc(NC(=O)CSc3nc4ccccc4c(=O)n3-c3ccc(Cl)cc3)cc2)no1	135
Cc1c(O)ccc(=O)n1O	86
COc1ccc(/C=C/C(=O)c2c(C)nc3ccccc3c2/C=C/c2ccccc2)cc1OC	42
Cc1n(Cc2ccc3ccccc3n2)cc[n+]1Cc1ccc2ccccc2c1	-33*
COC(=O)c1ccccc1NC(=O)C(=O)c1c(O)c(O)c(C(C)C)c2cc(C)c(-c3c(C)cc4c(C(C)C)c(O)c(O)c(C(=O)C(=O)Nc5ccccc5C(=O)OC)c4c3O)c(O)c12	77
Cc1nn(-c2c(F)c(F)c(F)c(F)c2F)c(C)c1N=Nc1ccc(Br)cc1	76
NS(=O)(=O)c1ccc2c(c1)/C(=C/c1cccs1)C(=O)N2	112
O=C(COc1ccc(-c2nc3ccc(C(=O)c4ccccc4)cc3[nH]2)cc1)N=Nc1c(O)[nH]c2ccccc12	107
N/C(=N\C(N)=N\c1nc2ccccc2s1)c1cscc1Br	95
CCC1CCCC(=O)C1 (configuration not stated)	98
O=S(=O)(Nc1ccccc1Cl)c1ccc(-c2cnc(C3CC3)o2)cc1	7.9*
CCN(CC)CC#CCOC(=O)[C@]1(C)CCC[C@@]2(C)[C@H]1CC(C=O)=C1C=C(C(C)C)CC[C@@H]12	52
Cc1sc2ccc3ccccc3c2[n+]1C	85
C=C(C)C1CCC2(C(=O)O)CCC3(C)C(CCC4C5(C)CCC(OC(=O)NCc6ccccc6)C(C)(C)C5CCC43C)C12 (configuration not stated)	23
COC(=S)Nc1ccc(S(=O)(=O)Nc2ccc(Cl)nn2)cc1	94
COc1ccc2oc(=O)c(C3(C)NC(=O)c4c(/C=C/C(=O)OC(C)(C)C)cccc4N3)cc2c1 (configuration not stated)	-5.4*
CC(=O)C1C(=O)C(=O)N(c2ccc([N+](=O)[O-])cc2[N+](=O)[O-])C1=O (configuration not stated)	110
COc1ccc(-c2nc3c(ncc4ccc(C)nc43)s2)cc1	93
Cn1/c(=N\N=C\c2ccccc2OCCO)sc2ccccc21	92
CCCOC(=O)CC(O)C(=O)OCCC (configuration not stated)	115
COc1cc(/C=C(/C)[N+](=O)[O-])ccc1O	-34*
CCCCCCCCCCCC1=NC(CC)CO1 (configuration not stated)	97
Nc1n[nH]c2cccc(C#Cc3cccc(C(=O)Nc4cc(C(F)(F)F)cc(C(F)(F)F)c4)c3)c12	40

Remaining list, next part:
mol | HL-60(TB)
CC1(O)CCC(C(C)(C)O)CC1 (configuration not stated) | 121
Cn1c([N+](=O)[O-])cnc1C=C1C(=O)c2ccccc2C1=O | 4.7*
COc1ccc(/C=C/C(=O)c2ccc(OC)c(OC)c2)cc1O | 82
CCc1c(C(=O)NCc2ccc(OC)cc2)[nH]c(C)c1C(C)=O | 97
OCC1OC(Nc2ccccc2/C=N\O)C(O)C1O (configuration not stated) | 100
O=C1CCC(Nc2cccc(Cl)c2)N1 (configuration not stated) | 99
O=C(NNC(=O)N1c2ccccc2C=Cc2ccccc21)c1ccc(Cl)cc1 | 103
Nc1nc2c(s1)C[C@@H](NC(=S)Nc1ccc(Cl)cc1Cl)CC2 | 50
O=c1[nH]cnc2c1ncn2-c1ccc(N(CCO)CCO)cc1 | 100
O=c1c2ccccc2sc2cccc(NCCCN3CCN(CCCNc4cccc5sc6ccccc6c(=O)c45)CC3)c12 | 97
C[C@H](C(=O)N[C@@H](Cc1ccc(-c2ccccc2)cc1)C(=O)NC1CC(C)(C)N(C)C(C)(C)C1)c1ccc(-c2ccccc2)c(F)c1 | -61*
O=c1c2ccccc2nc(COc2ccccc2)n1/N=C/c1ccc(N2CCOCC2)cc1 | 100
CC(C)(C)c1cc(C2OC(N)=C(O)C2=O)cc(C(C)(C)C)c1O (configuration not stated) | 97
C/C(=N\NC(=S)Nc1ccccc1)c1ccccn1 | 3.2*
CNCCNc1nc2ccccc2c2c(=O)c3cccc(C)c3sc12 | -40*
CCN(CCO)c1cccc(C)c1 | 99
N#C/C(=C\n1ccc(=O)[nH]c1=S)c1nc2ccccc2s1 | 106
COc1ccccc1Nc1nnc(-c2cc(F)c(F)c(F)c2)o1 | 98
O=C(c1cccc(-c2ccccc2)n1)c1c[nH]c2ccccc12 | 97
O=C(O)CSCSCC(=O)O | 99
Cc1ccc(NC=O)cc1NC=O | 67
Cc1nn(-c2ccccc2)c2nc3nc(Cc4ccccc4)[nH]c(=O)c3c(-c3ccc(Cl)cc3)c12 | 103
ClCCN(CCCl)c1ccc(C=Nc2ccc(/C=C\c3ccnc4ccccc34)cc2)cc1 | 30
C=CCN(/C=C/CN(CC=C)CC=C)CC=C | 102
Cc1ccc(NC(=O)N[C@@H](Cc2cc(F)cc(F)c2)C(=O)NC2C(=O)N3CCC[C@H]3C(=O)N3CCCC[C@H]3C(=O)N[C@@H](C)C(=O)N3C[C@H](C)C[C@H]3C(=O)O[C@H]2C)c(F)c1 (some centres not stated) | 13
CCCCCCCCCCCCNC(=S)N/N=C/c1ccccc1OCC | 95
CCCSc1nc(N)nc2nc[nH]c12 | 75
CC(C)c1ccc(C(=O)OCCCl)cc1 | 86
CCOC(=O)C(N=Nc1ccc(S(=O)(=O)N=C(N)N)cc1)C(=O)OCC | 108
CC/C(N)=N/S(=O)(=O)c1ccc(N)cc1 | 84
CCCCCCCCCCCCCCCCCCOP(=O)(O)OCCCCCCCCCCCCCCCCCC | 93
O/N=C1/CCCC2CCCCC12 (configuration not stated) | 113
COc1cc(CN2CC3(Cc4c(C(C)(C)C)nn(-c5ccccc5)c42)C(=O)c2ccccc2C3=O)cc(OC)c1OC | 79
CCCCCCCCNP(=S)(NCCCCCCCC)NCCCCCCCC | 116
COc1ccc(-c2c(C#N)c(N)nn2C(=O)c2ccc(NC(=O)c3ccccn3)cc2)cc1OC | 81
CCCN1CCN(c2ccc3nc(-c4ccc5nc(-c6cc(OC)c(OC)c(OC)c6)[nH]c5c4)[nH]c3c2)CC1 | 97
c1ccc(Nc2ccccc2)cc1 | 94
Oc1ccccc1/C=N\Nc1ccccc1 | 16
Cc1ccc(C(F)(F)F)cc1N1CCN(C(=O)[C@H]2C[C@H]2c2ccc(C(F)(F)F)nc2)CC1 | 82
CCOC(=O)C12CCCC1=CC(=O)CC2 (configuration not stated) | 100
CCCCCCCCCCCCCCC(C(=O)OCC)C(=O)OCC | 104
COC(=O)/C(CCC(Br)C(C)(C)N1CC=CCC1)=C1\[C@@H](OC(C)=O)C[C@@]2(C)[C@H]1C[C@@H](O)[C@H]1[C@@]3(C)CC[C@H](O)[C@@H](C)[C@@H]3CC[C@@]12C (some centres not stated) | 66
CCCCN(CCCC)Cc1c(C)[nH]c2cc(OC)ccc2c1=O | 94
Cn1cc2c(c1)-c1nc(Nc3ccccc3)ncc1CC2 | 97
N#Cc1nn(-c2ccc(Cl)cc2)nc1N1CCOCC1 | 102
CCCCCCCOc1ccc(S(=O)(=O)Nc2cccc(F)c2C(=O)O)cc1 | 116
CC(C)NCc1ccc2c(c1)OCO2 | 154
C=CCc1c(C)ccc(C)c1OC | 95
CC(C)/C=C/CC[C@](C)(O)[C@H]1CC[C@]2(C)[C@@H]1CC[C@@H]1[C@@]3(C)C/C(=C/c4cccc(C(F)(F)F)c4)C(=O)C(C)(C)[C@@H]3CC[C@]12C | 93
O=[N+]([O-])c1ccc(CCCl)cc1 | 101

Rewritten as labelled records: entries from further up
Structure: N#Cc1nn(-c2ccc(Cl)cc2)nc1N1CCOCC1
- HL-60(TB) = 102

Structure: CC(C)c1ccc(C(=O)OCCCl)cc1
- HL-60(TB) = 86

Structure: Oc1ccccc1/C=N\Nc1ccccc1
- HL-60(TB) = 16

Structure: CC(C)/C=C/CC[C@](C)(O)[C@H]1CC[C@]2(C)[C@@H]1CC[C@@H]1[C@@]3(C)C/C(=C/c4cccc(C(F)(F)F)c4)C(=O)C(C)(C)[C@@H]3CC[C@]12C
- HL-60(TB) = 93

More results:
mol | HL-60(TB)
CNc1ccccc1[N+](=O)[O-] | 112
CCOC(=O)/C=C/c1ccco1 | 117
Cc1sc2c(=O)[nH]c(N3CCOCC3)nc2c1C | 101
NC(N)=Nc1ccc(Oc2ccc(Nc3ccc(Cl)c(C(F)(F)F)c3)cc2)cc1 | -34*
COc1cc2oc(-c3cccc(C(=O)NCC(=O)O)c3)cc(=O)c2c(OC)c1OC | 120
CCCCOc1ccc(N)cc1C(=O)OCCCN(CC)CC | 69
N#CCCCCCCCCC(=O)O | 88
CN(CCCCCCCCNc1ccnc2ccccc12)Cc1ccc(-c2ccc(-c3ccc(C#N)cc3)s2)cc1 | -58*
NS(=O)(=O)c1cc2c(cc1Cl)NC(C1CC3C=CC1C3)NS2(=O)=O (configuration not stated) | 103
Cc1cc(N=NC(N)=O)c2ccccc2c1O | 87
CC(=O)OC1CCC2(C)C3CCC4(C)C(CCC45OC5(C)OC(C)=O)C3CC3OC32C1 (configuration not stated) | 98
Nc1ccc(C2=CC(c3ccc(Cl)cc3)N3C=CSC3=N2)cc1 (configuration not stated) | -19*
Cc1ccc(S(=O)(=O)OCC(=O)Nc2ccc(C(=O)O)c(O)c2)cc1 | 60
Cc1ccc(S(=O)(=O)N(C)C2c3ccccc3Oc3ccccc32)cc1 | 73
C=CCN=C1N[C@]23CC(=O)CC[C@]2(C)[C@H]2CC[C@]4(C)C(=O)CC[C@H]4[C@@H]2C[C@@H]3S1 | 84
Cc1csc(=NCc2cccnc2)n1C | 102
COc1cc2nc(-c3ccc(C(F)(F)F)cc3)cc(OCCN3CCC(O)CC3)c2cc1OC | 69
CC(C)[C@@H]1CC[C@@H](C)C[C@H]1OC(=O)NN | 104&102
CC(C)(CO)N=Cc1cc([N+](=O)[O-])ccc1O | 94
COc1ccc2[nH]c3c(cnn4cnnc34)c2c1 | 111
Cc1cc(=O)oc2cc(OCCOc3ccc(/C=C/C(=O)Nc4ccc(Br)cc4)cc3)ccc12 | 94
O=C(/C=C/c1cccc(F)c1)c1ccccc1 | 106
O=C(Nc1ccc2c(ccn2C(=O)c2cccc(F)c2)c1)c1ccnc([N+](=O)[O-])c1 | 87

Bioassay records: PubChem, NCI
